S3 lipid droplet: qHTS Assay for Lipid Storage Modulators in Drosophila S3 Cells; Drosophila S3 cells, BODIPY lipid droplet fluorescence, 18-24 h; cells fed with added oleic acid; lipid storage change, negative = inhibition, % at the top dose, mostly 46.1 µM; hits show Potency in µM; 0.64% of 320,000 active; AID 2685; active means well fitted inhibition curve with a large enough effect in the signal ratio, with a control signal flat, not every such curve was filed as active; inconclusive means small, poorly fitted or top-dose-only effect, or effect the other way, or a change in a side signal; the % refers to the signal ratio
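Drosophila S3 cells loaded with oleic acid (400 uM, as added) and compounds at several concentrations; lipid droplets imaged by 488-nm laser-scanning cytometry, 500–530 nm intensity and object ratio to cell channel. Percent activity normalized to 20 uM Triacsin C.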
S3 lipid droplet cell count max: recorded beside S3 lipid droplet, whose call it bears; cell number change, %; measured here: cell count max response;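 cells counted by Cell Tracker Red CMTPX staining in the red channel; peak over a dose series mostly up to 46.1 µM; percent activity relative to internal control wells on each plate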
Numbers without * were called inactive; i = inactive; ? = inconclusive; / = no result given. On the % scale 0 is the no-effect control and ±100 the full control effect; potency means the concentration at half of the fitted maximal effect.

Each structure is followed by: S3 lipid droplet	S3 lipid droplet cell count max
Cc1oc2cc3oc(=O)c(CC(=O)N[C@H](C(=O)N[C@@H](C(=O)O)c4ccccc4)C(C)C)c(C)c3cc2c1C
    -8%	-16
Nc1cc(C(=O)OCC(=O)N2CCOCC2)ccc1Cl
    ?	/
S=C(NCc1cccs1)Nc1cccc2ccccc12
    2%	11
Cc1c(C(=O)NCCSc2ccc(Cl)cc2)cccc1[N+](=O)[O-]
    ?	/
Cn1cnnc1SCC(=O)N1N=C(c2ccc(Cl)cc2)CC1c1ccco1 (stereo not given)
    ?	/
Cc1cc(C)c(NC(=S)N2CCN(c3ccc([N+](=O)[O-])cn3)CC2)cc1C
    -11%	-10
C#CCOCCOCCOCCNc1nc(N2CCN(C(=O)[C@H](CCC(=O)O)n3cc(C(N)Cc4ccc(O)cc4)nn3)CC2)nc(N2CCN(C(=O)[C@H](CCC(=O)O)n3cc(C(N)[C@H](C)CC)nn3)CC2)n1 (stereo not given in full)
    1%	0
CCCCNC(=O)c1cn(C)c2ccc(S(=O)(=O)N3CC(C)CC(C)C3)cc2c1=O (stereo not given)
    ?	/
O=C(O)Cn1cc(C(=S)N2CCOCC2)c2ccccc21
    23µM*	-0.6*
O=C(CN1CCOCC1)Nc1nc2cc([N+](=O)[O-])ccc2s1
    ?	/
COc1ccccc1C(=O)N(Cc1sccc1C)C1CCS(=O)(=O)C1 (stereo not given)
    ?	/
O=C(CCNS(=O)(=O)c1ccccc1C(F)(F)F)NC1CCCCCC1
    i	-1
O=C(Cn1cc2c(n1)CCCC2)NCCCN1CCN(Cc2ccccc2)CC1
    ?	/
Cc1ccc(-n2cnc3ncnc(-c4ccccc4)c32)cc1
    ?	/
Cc1ccc(N2C(=O)C(NC(=O)c3ccccc3)(C(F)(F)F)C3=C2CC(C)(C)CC3=O)cc1 (stereo not given)
    ?	/
COc1ccc(CCNC(=O)c2c(C)cc(=O)oc2C)cc1OC
    0%	17
O=C(/C=C/c1ccccc1Cl)Nc1cccnc1
    ?	/
CS(=O)(=O)n1nc(NCc2cccs2)nc1NCc1cccs1
    7%	19
COC(=O)C1=CN(CCOC23CC4CC(CC(C4)C2)C3)C=C(C(=O)OC)C1c1ccsc1
    ?	/
CCOC(=O)CCc1n[nH]c(=O)[nH]c1=O
    ?	/
Cc1ccc(C2Nc3ccccc3NC3=C2C(=O)OC(C)C3)cc1 (stereo not given)
    5%	1
CC(C)Cc1nc(SCC(=O)N2CCCC2)c2c(=O)n(C)c(=O)n(C)c2n1
    -21%	3
CC1(C)C(c2ccccc2)=[N+]([O-])CN1O
    ?	/
O=C1CNC(=O)/C1=C\N1CCN(C(c2ccccc2)c2ccccc2)CC1
    13%	13
COc1cccc(NC(=O)C(C)N2C(=O)c3ccccc3S2(=O)=O)c1 (stereo not given)
    ?	/
C#CCNc1cc(C)nc2ncnn12
    7%	1
CCCCCNC(=O)C1c2ccccc2Oc2ccccc21
    16%	-5
COc1cccc(NC(=O)Nc2ccc3nc(C)c(C)nc3c2)c1
    ?	/
COc1ccc(OC)c(NC(=O)CN(c2ccc(C)cc2)S(=O)(=O)c2c(C)n[nH]c2C)c1
    ?	/
Cc1cccc(C(=O)NC(=S)Nc2ccc(Cc3ccncc3)cc2)c1
    ?	/
Cc1ccc(S(=O)(=O)NNC(=O)C(=O)NNc2ccccn2)cc1
    ?	/
CC(C)(C)NC(=O)NC(=O)COC(=O)Cn1c(C(F)(F)F)nc2ccccc21
    5.2µM*	-8.1*
Cc1cc(OCC(=O)Nc2ccc(CN3CCOCC3)cc2)c2c(C)cc(=O)oc2c1
    i	9
c1ccc(CSc2nnc(-c3cccs3)n2Cc2ccco2)cc1
    1%	2
CCN(CC)CCOC(=O)/C=C/c1ccccc1OC
    ?	/
CCC(C)c1ccc(NC(=O)COc2c(F)c(F)c(C(F)(F)F)c(F)c2F)cc1 (stereo not given)
    ?	/
c1ccc(CNc2ccc3c(c2)ncn3C2CCCCC2)nc1
    ?	/
CSc1nc2ccc(NC(=O)C3=NNC(=O)CC3)cc2s1
    ?	/
CCCn1c(SCC(=O)Nc2nonc2C)nnc1-c1ccoc1C
    ?	/
COc1ccc(C2/C=C\CN(S(=O)(=O)c3ccc(C)cc3)CC(=O)N2Cc2ccc(F)cc2)cc1 (stereo not given)
    14%	8
CC1CN(C(=O)c2cc(Br)c(Br)s2)CC(C)O1 (stereo not given)
    ?	/
O=C(Cc1cccc2ccccc12)N/N=C1\CCCc2ccccc21
    ?	/
Cc1ccc(C)c(N2CCN(C(=O)C3CCCN(S(=O)(=O)c4c(C)[nH]c(=O)[nH]c4=O)C3)CC2)c1 (stereo not given)
    ?	/
COc1ccc(N(CC(=O)N/N=C/c2cccc(OC)c2OC)S(=O)(=O)c2ccccc2)cc1
    ?	/
COC(=O)CSc1nc2ccc(NC(=O)c3ccccc3C(=O)N3CCOCC3)cc2s1
    -5%	5
CCC(=O)NC(=S)Nc1ccccc1F
    ?	/
COc1ncnc2c1NC1=C(S2)C(=NCCC(=O)O)CC(C)(C)C1
    ?	/
CC(C)CCNC(=O)C1CCN(S(=O)(=O)c2ccc3c(c2)CC(C)N3C(=O)C2CC2)CC1 (stereo not given)
    i	-11
CC(=O)Nc1ccc(Nc2nc(C)nc3c2nnn3Cc2ccccc2Cl)cc1
    ?	/
COc1ccccc1CNC(=O)CN1C(=O)NC(c2ccccc2)(c2ccc(C)c(C)c2)C1=O (stereo not given)
    ?	/
CCOC(=O)C(C)c1n[nH]c(=O)c2ccccc12 (stereo not given)
    ?	/
COc1ccc(-n2nc(C(=O)NCC(=O)NCc3ccc(F)cc3)c3ccccc3c2=O)c(OC)c1
    -11%	-8
COc1ccc(S(=O)(=O)NCC(=O)N(CC2CCCO2)C(C(=O)NC2CCCC2)C(C)C)cc1 (stereo not given)
    ?	/
COC(=O)c1cc(-c2ccc(Cl)cc2)n(-c2ccc(S(N)(=O)=O)cc2)n1
    ?	/
CCOc1ccc(NS(=O)(=O)c2ccc(NC(=S)NC(=O)C(C)C)cc2)cc1
    8%	-4
CC1(C)CC(NC(=O)c2cc([N+](=O)[O-])cc([N+](=O)[O-])c2)CC(C)(C)N1
    i	-1
O=C(NCc1ccco1)C(c1ccncc1)N(C(=O)Cn1nnc2ccccc21)c1ccccc1F (stereo not given)
    ?	/
CN1CCN(CCCNc2c(C=O)c(=O)[nH]c3ccccc23)CC1
    ?	/
CCOC(=O)CCCCNC(=O)Nc1ccccc1
    ?	/
COC(=O)C1=NN(c2ccc(Cl)cc2)C2C(=O)N(c3ccccc3OC)C(=O)C12 (stereo not given)
    0%	/

Further entries follow.
Each structure is followed by: S3 lipid droplet	S3 lipid droplet cell count max
CC(C)(C)c1ccc(S(=O)(=O)NNC(=O)C2CCN(Cc3cccc(F)c3)CC2)cc1
    8%	-18
O=C1NC(c2cccs2)C(C(=O)c2ccccc2)C(O)(C(F)(F)F)N1 (stereo not given)
    ?	/
O=C(NC1CCCC1)C(c1ccc(F)cc1)N(Cc1ccc(F)cc1)C(=O)CCl (stereo not given)
    ?	/
CS(=O)(=O)N(CCc1ccccc1)CC(=O)NCc1cccnc1
    15%	3
COC(=O)c1ccccc1NC(=O)C(=O)NCc1ccncc1
    ?	/
CCOC(=O)c1cc(OC(=O)c2cccs2)n(-c2ccccc2)n1
    ?	/
CC1CCC(CN2CCN=C2N(C)C)CC1 (stereo not given)
    -4%	-2
COc1ccc(CCNCCC(=O)Nc2c(C)cc(C)cc2C)cc1OC
    -1%	-9
COc1ccc(CN(C)CC(=O)NC(C)c2ccccc2)cc1OC (stereo not given)
    6%	13
CSc1cc(/C=N/O)c(SC)s1
    i	/
Brc1ccc(CNc2cc3c(cc2Br)OCCO3)cc1
    ?	/
CC(C(=O)Nc1nc2ccccc2s1)n1cc([N+](=O)[O-])cn1 (stereo not given)
    -1%	/
O=C(c1ccco1)N1CCN(C(=O)c2ccccc2Oc2ccccc2)CC1
    -3%	12
COc1ccc2c(C)nc(Nc3nc(C)cc(C)n3)nc2c1
    9%	0
COc1cc(N2C(=O)C=CC2=O)c(OC)cc1Cl
    ?	/
O=C(N/N=C/c1ccc2c(c1)OCO2)c1ccc2ccccc2n1
    ?	/
CCCc1nnc(NC(=O)OCC)s1
    -3%	-7
O=c1c2ccccc2nc(-c2ccc([N+](=O)[O-])cc2)n1O
    ?	/
CCN(CC)C(=O)CSc1nc2ccc(NC(=O)CSc3nccn3C)cc2s1
    -12%	-24
Cc1ccc(N2C(=O)C3C4C=CC(C4)C3C2=O)cc1C (stereo not given)
    ?	/
CC(=O)c1ccc(N2CCN(C(=O)C3CCC3)CC2)cc1
    i	-9
CC(=O)Nc1ccc(N)cc1
    ?	/
CCN1C(=O)/C(=C2/Sc3ccc(OC)cc3N2C)SC1=Nc1ccc(OC)cc1
    5%	-6
C/C(CCC(=O)OC[C@H]1O[C@H](C#Cc2ccccc2)C=C[C@@H]1Oc1ccc(C)cc1)=N\O[C@@H](C)CN1CCCCc2nc(C)c(C)cc21
    ?	/
CCCCN1C(=S)NC[C@@H]1Cc1ccccc1
    -5%	3
Cc1ccc(S(=O)(=O)NN2C(=O)/C(=C/c3ccc(C(=O)O)cc3)SC2=S)cc1
    12%	24
Cc1cc(O)cc(O)c1C(=O)Cc1cscn1
    ?	/
O=C(Nc1ccc2c(c1)OCO2)c1c(F)cccc1F
    14%	3
COc1ccc(-c2nnc3sc(COc4ccc(C)cc4)nn23)cc1
    6%	18
CCOC(=O)c1c(NC(=O)CC2SC(N)=NC2=O)sc(C)c1C (stereo not given)
    -3%	3

Some values from the entries so far:
`O=C(c1ccco1)N1CCN(C(=O)c2ccccc2Oc2ccccc2)CC1` in S3 lipid droplet = -3%
`CC(C(=O)Nc1nc2ccccc2s1)n1cc([N+](=O)[O-])cn1` (stereo not given) in S3 lipid droplet = -1%

An excerpt from above in order of their number in S3 lipid droplet cell count max, falling:
| molecule | S3 lipid droplet cell count max |
| --- | --- |
| O=C(c1ccco1)N1CCN(C(=O)c2ccccc2Oc2ccccc2)CC1 | 12 |
| O=C(Nc1ccc2c(c1)OCO2)c1c(F)cccc1F | 3 |
| COc1ccc(CCNCCC(=O)Nc2c(C)cc(C)cc2C)cc1OC | -9 |

New compounds follow:
Each structure is followed by: S3 lipid droplet	S3 lipid droplet cell count max
COc1ccc(/C=C(/NC(=O)c2ccccc2)C(=O)NCC2CCCO2)cc1 (stereo not given)
    i	13
O=C(CCCN1C(=O)CCC1=O)Nc1ccccc1F
    1%	8
CSc1ccccc1C(=O)NCCCn1ccnc1
    ?	/
O=C(O)C1C2C=CC(C3CC23)C1C(=O)NCCc1ccccc1 (stereo not given)
    i	/
Cc1ccc(N2CC(C(=O)Nc3cc(C)ccc3F)CC2=O)cc1 (stereo not given)
    i	19
COc1ccc(CCNC(=O)C2CCN(S(=O)(=O)c3cnc[nH]3)CC2)cc1OC
    25%	4
COC(=O)c1ccc(OCC(O)CN2CCC(C)CC2)cc1 (stereo not given)
    ?	/
CCCOc1cc(N(CC)CC)ccc1/C=C(/C#N)c1nc2ccc(C)cc2[nH]1
    ?	/
COc1cc(C(=O)OCC(=O)NC2CC2)cc(OC)c1OC
    ?	/
C/C=C(\C)CN1CCC(Oc2cc(C(=O)NC3CC3)ccc2OC)CC1
    ?	/
Cc1cc(NC(=O)c2ccccc2)sc1C
    11%	8
CCCOc1ccc(S(=O)(=O)NCc2ccc(OC)cc2)cc1
    ?	/
O=C(Nc1ccc(S(=O)(=O)N2CCC(C(=O)NC3CCCCC3)CC2)cc1)c1ccco1
    -16%	-10
N[C@@H](Cc1ccc(O)cc1)c1nnc([C@H](CC(=O)O)NC(=O)C2CCNCC2)o1
    9%	0
CCCCC/C(=N\NC(=O)Nc1ccccc1)c1ccccc1
    ?	/
CC(C)C(=O)Nc1ccc(C(=O)Nc2nnc(C(C)C)s2)cc1
    ?	/
CCN(CC)CCNc1ccnc2cc(Cl)ccc12
    i	/
CCCCn1c(SCC(=O)N(C)C2CCS(=O)(=O)C2)nc2cc(S(N)(=O)=O)ccc21 (stereo not given)
    ?	/
O=C(Nc1nnc(C2CC2)s1)c1cc([N+](=O)[O-])ccc1N1CCCCC1
    23%	/
O=C(CN1C(=O)NC2(CCCc3ccccc32)C1=O)N1CCc2ccccc2C1 (stereo not given)
    i	4
CCOc1ccccc1CNC(=O)Cn1ccc2cc(S(=O)(=O)N3CCCCCC3)ccc21
    ?	/
CCn1c(CNc2ccc(C)cc2)nnc1SCC(=O)NCc1ccccc1
    17%	-12
COC(=O)C(O)(CC(=O)c1ccc(OC)cc1)C(F)(F)F (stereo not given)
    2%	4
CCn1nc(NC(=O)CC(C)C)c2cc3cccc(C)c3nc21
    i	-11
CC1CCN(S(=O)(=O)c2ccc(NC(=O)Cn3nnc(-c4ccccc4F)n3)cc2)CC1
    ?	/
Cc1ccccc1CCN(CC(=O)NC1CCCCC1)C(=O)c1csnn1
    ?	/
COc1cccc(NC(=S)N2CCN(c3ccc([N+](=O)[O-])cc3)CC2)c1
    ?	/

Single records (already shown). Order of screens: S3 lipid droplet	S3 lipid droplet cell count max
Results for `CCCCn1c(SCC(=O)N(C)C2CCS(=O)(=O)C2)nc2cc(S(N)(=O)=O)ccc21` (stereo not given) = ?	/
Results for `CCn1c(CNc2ccc(C)cc2)nnc1SCC(=O)NCc1ccccc1` = 17%	-12

This is a subset; the hit share may differ from the screen's.
